Source: PubChem BioAssay (Sanford-Burnham Center for Chemical Genomics)
APJ antag = APJ receptor antagonism; inhibition, % at 20 µM; P35414; AID 2521; 0.32% of 330,000 active; CHO-K1 APJ beta-arrestin complementation, luminescence;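 active = inhibition above about 40% at 20 µM, limit read from the data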;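 note: cells challenged with 10 nM apelin-13 agonist together with compound; plate controls were apelin-13 plus DMSO wells for no effect and DMSO wells lacking apelin-13 for full effect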
Target sequence (P35414 whole entry, looked up): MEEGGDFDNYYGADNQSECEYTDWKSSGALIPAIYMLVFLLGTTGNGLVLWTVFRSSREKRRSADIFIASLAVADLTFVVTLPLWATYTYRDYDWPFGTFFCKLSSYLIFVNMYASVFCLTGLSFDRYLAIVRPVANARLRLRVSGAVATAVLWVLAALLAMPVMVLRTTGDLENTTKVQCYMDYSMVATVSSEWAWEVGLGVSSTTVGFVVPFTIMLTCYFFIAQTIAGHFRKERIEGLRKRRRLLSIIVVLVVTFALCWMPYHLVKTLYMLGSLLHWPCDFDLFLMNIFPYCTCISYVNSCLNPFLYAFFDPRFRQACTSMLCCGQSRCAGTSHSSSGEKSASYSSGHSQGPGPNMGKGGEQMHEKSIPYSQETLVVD
tim10-1 inh = growth inhibitors of tim10-1 mutant yeast; S. cerevisiae tim10-1 ts strain growth, BacTiter-Glo, 24 h; inhibition, % at 20 µM; 2.2% of 330,000 active;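 active = inhibition of at least 40%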;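 note: mutant grown at 25 °C; 0% = DMSO wells with yeast and 100% = wells holding no yeast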
MPTP inh = inhibitors of mitochondrial permeability transition pore. AID 602449. 1.4% of 360,000 active. inhibition, % at 10 µM. isolated mouse mitochondria, Ca2+ swelling absorbance, 30 min;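 active = inhibition of 50% or more, scaled per plate between neutral and stimulator controls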;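 note: 0% = DMSO wells given calcium and 100% = 1 mM EGTA wells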
tim23-1 inh = tim23-1 yeast growth inhibition; S. cerevisiae tim23-1 growth, BacTiter-Glo luminescence, 24 h; inhibition, % at 20 µM; 1.3% of 330,000 active; AID 463212;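 active = growth inhibition of the mutant yeast at or above 50%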;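 note: temperature-sensitive mutant grown at 25 °C; plate controls were DMSO-treated mutant yeast for no effect and medium wells lacking yeast for full effect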
TIM10 inh = inhibits growth of TIM10 yeast strain; S. cerevisiae TIM10 strain growth, BacTiter-Glo luminescence, 24 h; inhibition, % at 10 µM; AID 463195; 1.4% of 330,000 active;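 active = inhibition of 40% or more at the single tested concentration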;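 note: wild-type TIM10 isogenic control strain grown at permissive 25 °C; 0% = DMSO yeast wells and 100% = minimal medium wells without yeast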
APJ agonist = activates the human apelin receptor APJ. AID 2520. 0.11% of 330,000 active. P35414. CHO-K1 APJ PathHunter beta-arrestin, luminescence; 0% DMSO wells, 100% apelin. activation, % at 20 µM;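 active = activation more than six SD over the plate average, tested at 20 µM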;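 note: 0% = DMSO alone and 100% = apelin-13 at 10 nM; some results filed as inactive read as strong as hits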
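Material: engineered CHO-K1 APJ arrestin reporter cells; amount: 1000 CHO-K1 reporter cells seeded per well; incubation: compound stimulation 90 min at 25 °C, detection 60 min; signal: luminescent beta-gal fragment complementation, chemiluminescent substrate; read-out basis: APJ agonist activity; controls: DMSO-only wells as negative, 10 nM Apelin-13 as positive control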
beta cell repl = inducers of beta-cell replication in MIN6 cells; MIN6 cells proliferation, ATPlite luminescence, 48 h; cells starved in 0.2% serum; 100% = growth in 10% serum; proliferation, % at 10 µM; 0.29% of 330,000 active; AID 2380;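 active = compounds whose signal lies at least 3.5 SD above the mean of all wells on their plate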;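 note: 0% = DMSO-treated cells in low-serum medium and 100% = 10% serum control; some compounds called inactive have numbers as strong as hits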
NALP3 yeast inh = NALP3 inhibition in yeast | Yeast reconstituted NLRP3/ASC/caspase-1, beta-gal luminescence, 24 h | inhibition, % at 10 µM | 0.39% of 330,000 active | AID 2825;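 active = inhibition of 50% or more; inactive = inhibition below 50%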;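 note: plate controls were induced DMSO wells for no effect and uninduced yeast grown without galactose for full effect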
GRIN3A LBD mod = modulates the human NR3A ligand-binding domain. NR3A LBD differential scanning fluorimetry, Tm shift; 0% = protein alone, 100% = glycine-bound protein. Tm shift relative to glycine control, % at 25 µM. 2.5% of 340,000 active;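 active = melting temperature shift of at least 10% of the positive control shift, at one fixed dose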
An asterisk follows results filed as active.

SMILES	APJ antag	tim10-1 inh	MPTP inh	tim23-1 inh	TIM10 inh	APJ agonist	beta cell repl	NALP3 yeast inh	GRIN3A LBD mod
Cc1ccc2nc(-c3ccc(NC(=S)NC4CC(C)(C)NC(C)(C)C4)cc3)sc2c1	28	25	32	70*	29	-1	-6	24	-7
COc1ccc(NC(=O)c2ccco2)cc1NC(=O)c1cccc(F)c1	3	-40	-1.0	-10	7	-2	0	7	-2
COc1ccccc1CNC(=O)C1CCC1	10	10	-0.2	8	-9	-2	0	10	-14
CC(C)(C)N1CC(C(=O)Nc2ccc(S(=O)(=O)N3CCCCC3)cc2)CC1=O (stereo not given)	-10	10	0.8	-1	3	15	-3	8	-3
Cc1ccc(NC(=O)COc2coc(CN3CCN(c4ccccc4)CC3)cc2=O)cc1	12	-11	-1.9	-2	2	6	-1	31	-2
NS(=O)(=O)c1ccc(CCNc2ccccc2[N+](=O)[O-])cc1	6	1	1.8	9	4	-5	-3	18	0
CN(C(=O)c1ccc2c(=O)n3c(nc2c1)CCCCC3)c1ccccc1F	5	20	0.4	13	10	-6	-1	12	0
CCOc1ccccc1N1CCN(Cc2cccc(OC)c2O)CC1	-1	16	0.3	27	-1	-1	3	-2	2
O=C1N(Cc2cccc(Cl)c2)C[C@@H]2C[C@@H](c3cccc4ncccc34)N3CCC[C@@]123	-5	15	-0.2	33	8	-1	-6	15	-1
CCCCS(=O)Cc1ccccc1 (stereo not given)	5	8	-1.8	2	3	-2	-2	8	2
COc1ccc(NS(=O)(=O)c2cc(NC(=O)c3cccs3)ccc2N2CCOCC2)cc1	-19	4	3.5	6	4	1	1	3	-6
CCN1CCN(c2cc(C)c3cc(NC(=S)NCCCOC)ccc3n2)CC1	1	-14	-0.7	-9	15	-1	0	30	3
CCOc1cc(NC(=O)c2ccccn2)c(OCC)cc1NC(=O)c1ccc(Cl)cc1	-13	-5	0.5	3	-3	-3	-4	19	-1
Cc1ccc(-c2nn(C)c(=O)c3ccccc23)cc1CNC(=O)CN1CCOCC1	-2	0	2.9	5	8	-4	4	-10	-2
CCCN1C(=O)/C(=N\OCC(=O)NC23CC4CC(CC(C4)C2)C3)c2ccccc21	-35	42*	3.5	47	19	-2	-3	14	-5
Cc1ccc(C)c(C(C)NC(=O)Cc2cccs2)c1 (stereo not given)	2	3	1.7	-4	3	-1	1	13	0
Cc1ccc(SSc2cc(C)ccc2N)c(N)c1	45*	18	-0.8	29	11	-12	-8	18	-1
O=C(Nc1ccc(N2CCN(C(=O)c3cccs3)CC2)cc1)c1cccc(F)c1	10	48*	0.6	34	32	-1	0	9	2
Cc1cc(C)cc(N(CC(=O)NC2CCCCC2)C(=O)CNC(=O)c2ccco2)c1	0	8	1.4	5	-1	-1	1	17	0
COc1ccccc1N(CN1CCCC1=O)C(=O)c1c(F)cccc1Cl	19	22	-0.3	2	-5	-3	-2	-8	-1
CCC(=O)Nc1ccc(Oc2ccc3c(c2)C(=O)NC3=O)cc1	-5	-5	0.2	7	-1	-5	-3	3	-2
OC[C@H]1O[C@@H](n2cnc3c(NC4CCCC4)nc(Cl)nc32)[C@H](O)[C@@H]1O	7	-25	-1.0	-1	3	4	-2	11	-1
Cc1cc(C)c(C(=O)COC(=O)Cn2c(C)csc2=O)cc1C	-29	24	-1.5	34	10	-3	0	20	0
CN(C)c1nc(Nc2ccc(Cl)cc2)nc(OCC#N)n1	-6	36	3.1	40	28	3	-2	2	-9
Cc1nc2cc(-c3cccs3)[nH]n2c(=O)c1C	7	-8	-1.1	22	6	2	0	28	1
CC(C)(C)OC(=O)N1CCN(C(=O)c2[nH]cnc2C(=O)Nc2ccc(Cl)cc2)CC1	-20	37	-0.7	17	10	-3	-5	14	-8
Cc1noc(C)c1NC(=O)Nc1ccc2c(c1)C(=O)N([C@H](C)CO)C[C@H](C)[C@@H](CN(C)S(=O)(=O)c1ccc(F)cc1)O2	0	14	0.1	4	5	0	2	14	-3
CC1=CC(C)(C)N(C(=O)CNC2CCCCC2)c2cc(C)ccc21	10	24	2.1	16	23	-4	-2	-3	-1
Cc1ccc(-n2c(-c3ccco3)n[nH]c2=S)cc1	-28	29	-1.0	21	19	-1	-1	20	1
Nc1c(Cl)ncnc1NCc1cccnc1	11	-8	-0.9	-7	4	-5	-1	2	-2
O=C(NC(=S)NCCCN1CCOCC1)c1ccc([N+](=O)[O-])cc1	-11	-9	-0.1	-12	-5	-1	3	10	-1
CCN(CC)S(=O)(=O)c1ccc(NC(=O)COC(=O)CN2C(=O)c3ccccc3C2=O)cc1	8	1	3.7	7	-5	-2	-1	3	-5
CCOC(=O)Cn1c2c(c(=N)c3ccccc31)CCC2	7	8	-4.3	2	-13	-1	2	-10	0
Cc1cc(C2C(C#N)=C(N)Oc3n[nH]c(C)c32)c(C)s1 (stereo not given)	3	23	5.3	43	19	-3	-1	21	1
COc1ccccc1N(C)S(=O)(=O)c1ccc(C)c(C(=O)Nc2nccs2)c1	-8	26	-1.0	32	4	0	6	2	0
Cc1cc(C)cc(C(=O)NCC(=O)OCC(=O)c2cc(C)n(CC(F)(F)F)c2C)c1	14	21	1.6	-10	-8	0	-1	13	-2
COC(=O)c1c(C)oc(C)c1S(=O)(=O)NCC1CC1	4	3	0.6	-17	-1	-1	-2	-19	-1
c1ccc2c(c1)[nH]c1c(N3CCOCC3)ncnc12	-13	-19	1.9	-3	-7	0	0	11	2
O=C1CC(N2CCN(c3ccccc3)CC2)C(=O)N1Cc1ccc(Cl)cc1 (stereo not given)	-3	-6	0.2	25	21	-3	-3	13	1
COc1cc2c(cc1OC)C(c1cc3cc(C)ccc3[nH]c1=O)N(C(=O)c1ccco1)CC2 (stereo not given)	-4	7	-0.6	15	3	5	0	16	-4
COc1ccc(CCNC(=O)C2CCCN2C(=O)Nc2ccc(C)cc2)cc1OC (stereo not given)	9	-4	-0.4	1	-7	0	-2	11	0
COC(=O)c1cc(NC(=O)C2CC=CCC2C(=O)O)cc(C(=O)OC)c1 (stereo not given)	-4	2	0.4	17	-1	6	1	3	1
CCOC(=O)c1nc(N2CCN(C(=O)OCC)CC2)c2c3c(sc2n1)CCCC3	-14	-3	0.3	27	9	7	-4	13	-2
Cc1ccc(-n2ccnc(SCC(=O)NC3CCCC3)c2=O)cc1F	-7	23	-0.5	6	8	-1	2	8	1
CCN1CCN(S(=O)(=O)c2cccc3nsnc23)CC1	13	12	-0.2	5	3	4	-3	20	1
O=C1CC(c2ccco2)Cc2nc(Nc3nc(-c4ccccc4)c4ccccc4n3)ncc21 (stereo not given)	13	14	0.2	20	20	-3	-3	12	0
Cc1c(O)ccc2c(=O)c(Oc3ccccc3)coc12	3	-5	1.6	1	12	-1	-2	-2	0
CC(C)CC(OC(=O)c1ccco1)C(=O)NC1CCCCC1 (stereo not given)	18	21	-0.4	4	2	-1	-3	12	0
C/C(CC(=O)NC12CC3CC(CC(C3)C1)C2)=N\NC(=O)Cc1cccs1	6	18	0.1	17	22	0	4	10	0
CCc1cccc(CC)c1NC(=S)NCCc1ccc(O)c(O)c1	-5	6	-3.7	7	13	-2	-6	4	1
CC(C)C(NC(=S)Nc1ccccc1)C(=O)O (stereo not given)	3	6	1.1	7	4	-1	1	9	1
C=C(C)CSC1=C(C#N)C(c2ccsc2)CC(=O)N1 (stereo not given)	12	12	4.9	23	11	-4	-2	14	-1
COc1ccc(CO[C@@H]2O[C@H](CO)[C@@H](O)[C@H](O)[C@H]2NC(C)=O)cc1OC	-5	-2	-0.1	5	5	1	-2	15	4
CN(CC1CCCO1)S(=O)(=O)c1ccc(C(=O)Nc2ccc([N+](=O)[O-])cc2)cc1 (stereo not given)	-12	24	0.6	25	9	13	-3	15	-2
COc1ccc(CNC(=O)CSc2nnc(NC(=O)C3CC3)s2)cc1	-33	-1	-0.3	-8	-16	1	-1	21	-2
Cc1ccc(OCc2nnc(SC(C)C(=O)O)n2Cc2ccccc2)cc1 (stereo not given)	14	21	0.0	17	-12	0	-2	-13	-2
CC(=O)Nc1ccc(NC(=O)c2ccccc2S(=O)(=O)c2ccccc2[N+](=O)[O-])cc1	-58	13	0.5	11	-2	4	0	6	-2
COc1ccc(-c2cnc(SCCNC(=O)c3ccc4c(c3)OCO4)[nH]2)cc1	-20	-13	-0.1	-5	-5	-5	-1	16	-28
NC(=O)NC(=O)COC(=O)CCCSc1nc2ccccc2s1	20	14	2.1	9	15	-6	0	14	0
O=C(COC(=O)c1ccc(F)c([N+](=O)[O-])c1)NC(=O)NCc1ccccc1	14	34	-1.3	41	22	10	-6	31	-3

5 entries from above, with bars between the fields.
SMILES | APJ antag | tim10-1 inh | MPTP inh | tim23-1 inh | TIM10 inh | APJ agonist | beta cell repl | NALP3 yeast inh | GRIN3A LBD mod
CC(C)C(NC(=S)Nc1ccccc1)C(=O)O (stereo not given) | 3 | 6 | 1.1 | 7 | 4 | -1 | 1 | 9 | 1
C=C(C)CSC1=C(C#N)C(c2ccsc2)CC(=O)N1 (stereo not given) | 12 | 12 | 4.9 | 23 | 11 | -4 | -2 | 14 | -1
Cc1ccc(OCc2nnc(SC(C)C(=O)O)n2Cc2ccccc2)cc1 (stereo not given) | 14 | 21 | 0.0 | 17 | -12 | 0 | -2 | -13 | -2
CC(C)CC(OC(=O)c1ccco1)C(=O)NC1CCCCC1 (stereo not given) | 18 | 21 | -0.4 | 4 | 2 | -1 | -3 | 12 | 0
COc1ccc(CCNC(=O)C2CCCN2C(=O)Nc2ccc(C)cc2)cc1OC (stereo not given) | 9 | -4 | -0.4 | 1 | -7 | 0 | -2 | 11 | 0

(more compounds)
SMILES	APJ antag	tim10-1 inh	MPTP inh	tim23-1 inh	TIM10 inh	APJ agonist	beta cell repl	NALP3 yeast inh	GRIN3A LBD mod
COc1ccccc1N(C(=O)c1snc(C(N)=O)c1N)C(C(=O)NCc1ccccc1)c1ccc(O)cc1 (stereo not given)	-13	5	1.3	10	-10	1	0	6	0
Cn1nnnc1SCC(=O)NCCc1ccc(Cl)cc1	17	8	-0.9	-1	-4	-1	0	4	2
C/C(=N\NC(=S)Nc1ccc(C)cc1)c1cccc(N)c1	-9	42*	0.5	1	36	-2	-2	7	0
Cc1c(C(=O)N2CCN(CCc3ccccn3)CC2)oc2ccc(Cl)cc12	10	9	0.1	18	16	2	8	16	-1
CCC(=O)N(CCc1ccccc1)Cc1cc2cccc(C)c2[nH]c1=O	-4	16	-1.8	12	3	-5	-2	-5	-8
CC1CCCC(NS(=O)(=O)c2cccc3nsnc23)C1C (stereo not given)	22	24	1.1	37	-1	-3	0	13	4
CNC(=O)c1cc2ncc(C(F)(F)F)cc2s1	15	6	0.3	-5	6	-3	3	19	0
O=[N+]([O-])c1ccc(/C=N/Nc2nc(-c3ccccc3)c3cc(Br)ccc3n2)o1	-9	-17	2.3	19	28	5	0	44	-7
O=C(CCCN1C(=O)c2ccccc2C1=O)N1CCC(c2ccccc2)C1 (stereo not given)	13	29	-0.3	30	16	-1	3	8	2
CCOc1ccc(S(=O)(=O)N2CCC(C(=O)NCc3cccnc3)CC2)cc1C	2	-10	-2.0	4	8	-1	-2	16	-3
COc1ccc(C2N=C(Nc3ccc(C)cc3)Nc3nc(C)cc(=O)n32)cc1 (stereo not given)	14	4	-0.9	10	9	-4	-2	8	-1
O=C(COc1ccccc1)N(Cc1nnc(-c2ccccc2Cl)o1)C1CC1	-52	18	-1.7	15	-11	-3	0	14	-3
CCN(c1ccccc1)S(=O)(=O)c1ccc(Cl)c(C(=O)N2CCCC2)c1	-5	23	3.5	29	12	-3	0	6	0
O=C(NCc1cccnc1)c1ccc(Br)o1	0	-5	-1.1	-5	0	-3	-1	16	0
